# sPLA2-III inh = Inhibits HGIII-sPLA2 liposome hydrolysis, primary screen; AID 743126; Q9NZ20; QFRET BODIPY PC-A2 liposome hydrolysis, fluorescence; 370,000 tested, 0.56% active; inhibition, % at 12.2 µM;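 active = inhibition above mean plus 3 SD of compounds lying within the high and low control bounds, cut at about 19% in these data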;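 note: 0% = median of test compound wells and 100% = no enzyme DMSO wells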
# ARFGAP1 inh = rat ARFGAP1 inhibition; Q62848; Arfgap1-stimulated ARF1 GTP hydrolysis, GDP FP detection; inhibition, % at 16.5 µM; 360,000 tested, 0.26% active;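 active = inhibition above a per-plate limit, mean inhibition of low control wells plus 3 SD, cut at about 25% in these data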;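 note: 0% = DMSO wells with enzyme and 100% = wells lacking Arfgap1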
# Target sequence (Q62848 1-136 limits assumed): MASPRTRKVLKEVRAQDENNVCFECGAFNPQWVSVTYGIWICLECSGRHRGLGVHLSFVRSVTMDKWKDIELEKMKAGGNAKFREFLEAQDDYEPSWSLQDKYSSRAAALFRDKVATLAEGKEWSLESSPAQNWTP
#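 System: truncated rat Arfgap1 GAP domain / Medium: HEPES-based buffer, pH 7.5 / Also added: N-terminally truncated human ARF1-GTP substrate / Incubation: enzyme reaction 120 min at 25 °C after 20 min preincubation / Measured by: FP of antibody-bound GDP Alexa 633 tracer, ex 620/em 688 nm / Replicates: singlicate, each compound tested once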
# DDE Tn7 FP inh = disrupts Tn7 cyclic peptide binding to fibrin D-Dimer-E complex; P02675; 370,000 tested, 0.13% active; FP displacement of FITC-Tn7 peptide from fibrin DD(E); 0% = median of compound wells per plate; AID 720508; inhibition, % at 8.3 µM;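 active = inhibition above the mean of compounds falling within the control limits plus 3 SD of them, cut at about 14% in these data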;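 note: 0% = plate median of compound wells and 100% = 10 µM Aha-Tn7 peptide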
# Target sequence (P02675 whole entry, looked up): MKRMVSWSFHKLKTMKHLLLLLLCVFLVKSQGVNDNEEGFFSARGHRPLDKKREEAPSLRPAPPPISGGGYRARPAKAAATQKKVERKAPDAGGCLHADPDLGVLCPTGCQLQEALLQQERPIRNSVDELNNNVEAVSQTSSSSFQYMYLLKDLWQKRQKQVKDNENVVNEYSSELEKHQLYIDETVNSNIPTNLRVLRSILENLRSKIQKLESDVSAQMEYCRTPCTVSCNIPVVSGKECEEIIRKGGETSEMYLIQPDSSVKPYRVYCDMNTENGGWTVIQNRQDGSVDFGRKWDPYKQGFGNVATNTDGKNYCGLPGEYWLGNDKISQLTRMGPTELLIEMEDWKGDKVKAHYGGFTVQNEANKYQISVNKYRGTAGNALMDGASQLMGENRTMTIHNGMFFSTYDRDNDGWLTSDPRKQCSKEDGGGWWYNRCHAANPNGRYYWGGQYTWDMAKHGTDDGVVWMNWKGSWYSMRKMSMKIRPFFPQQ
#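 Also added: labelled Tn7 tracer, 0.1 µM; Assay system: human fibrin DD(E) protein; Amount: 2 µM fibrin DD(E); Schedule: 10 min compound pre-incubation, 3 h probe incubation at room temperature; Repeats: one replicate per compound; Read-out basis: percent inhibition; Measured by: fluorescence polarization of the labelled Tn7 tracer.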
# PLCb3 inh = PLC-beta3 (human) inhibition, primary screen. Q01970. Purified PLC-beta3, fluorogenic substrate, fluorescence. inhibition, % at 12.2 µM. 370,000 tested, 0.18% active; in the data active = inhibition above about 11%;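 note: 0% = median of compound wells on plate and 100% = full blocker control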
# DDE Tn6 FP inh = DD(E)-Tn6 binding inhibition, primary FP screen; P02675; Fibrin DD(E) TRITC-Tn6 fluorescence polarization displacement; AID 720509; inhibition, % at 8.3 µM; 370,000 tested, 0.21% active;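 active = inhibition above a per-campaign cutoff: mean of compounds within control limits plus 3 SD, cut at about 15% in these data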;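 note: 0% = median of all compound wells on the plate and 100% = blocking peptide control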
# ASAP1 inh = inhibitors of human ASAP1 ArfGAP activity; Q9ULH1; 360,000 tested, 0.19% active; inhibition, % at 16.5 µM; ASAP1-stimulated ARF1 GTP hydrolysis, GDP FP detection; in the data active = inhibition above about 25%;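 note: 0% = vehicle with enzyme and substrate and 100% = no enzyme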
# Target sequence (Q9ULH1 325-724 limits assumed): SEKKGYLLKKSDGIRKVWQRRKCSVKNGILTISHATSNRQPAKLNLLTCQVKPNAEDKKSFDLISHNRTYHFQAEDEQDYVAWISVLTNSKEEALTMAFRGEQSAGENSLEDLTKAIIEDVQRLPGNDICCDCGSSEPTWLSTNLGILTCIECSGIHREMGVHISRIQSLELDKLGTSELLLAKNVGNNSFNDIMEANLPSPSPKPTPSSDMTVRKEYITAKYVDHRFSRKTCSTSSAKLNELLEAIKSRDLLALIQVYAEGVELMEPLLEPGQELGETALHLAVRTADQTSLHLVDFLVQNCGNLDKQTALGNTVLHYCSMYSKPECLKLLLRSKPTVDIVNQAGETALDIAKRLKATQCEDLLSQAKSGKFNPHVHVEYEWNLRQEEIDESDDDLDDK
# PLC-gamma1 inh = blocks human PLC-gamma1 enzyme activity | purified PLC-gamma1, fluorogenic substrate, fluorescence | 370,000 tested, 0.84% active | P19174 | inhibition, % at 12.2 µM | AID 720700; in the data active = inhibition above about 9.5%
# Rev-erbA mod = Rev-erb alpha (human) modulation. Rev-erbα–FITC-DNA binding, fluorescence polarization, 90 min. activity, % at 10 µM. 370,000 tested, 0.79% active;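 active = activity above about 14%, limit read from the data; passing the limit was not always enough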;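 note: 0% = DMSO wells with 35 nM protein and 100% = DMSO wells with 750 nM protein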
# KLK7 zymogen act = activates the human kallikrein-7 zymogen; purified proKLK7, EDANS-DABCYL substrate fluorescence; 100% is mature enzyme control, 0% vehicle; activation, % at 7 µM; AID 652039; P49862; 370,000 tested, 0.9% active;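 active = activation above the mean of all tested compounds plus 3 SD, computed per campaign excluding outliers beyond control limits, cut at about 13% in these data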
# UHRF1 MBD2 ctr = UHRF1 methyl-DNA binding inhibition | Q96T88 | UHRF1 binding to methylated oligo, TR-FRET | inhibition, % at 4.4 µM | 370,000 tested, 0.75% active | AID 687016; in the data active = inhibition above about 21%;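 note: UHRF1 SRA domain binding a hemimethylated CpG hairpin DNA probe; 0% = median of test compound wells and 100% = reference inhibitor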
# The depositor's hits bear a star; x = not tested or not shown. Compounds were not picked by outcome; about 4.5% have a hit in one of these screens.
entry	SMILES	sPLA2-III inh	ARFGAP1 inh	DDE Tn7 FP inh	PLCb3 inh	DDE Tn6 FP inh	ASAP1 inh	PLC-gamma1 inh	Rev-erbA mod	KLK7 zymogen act	UHRF1 MBD2 ctr
1	O=S(=O)(c1cc(Cl)ccc1Cl)N1CCN(c2ccccn2)CC1	-4	4	-2	-6	4	-11	-4	8	0.2	-3
2	COc1ccc(C2=NS(=O)(=O)N(C)C(C(=O)NCc3ccc4c(c3)OCO4)=C2)cc1OC	-2	-1	-1	-28	1	11	-21	9	0.1	-1
3	CN(CC(=O)Nc1ccc(Cl)c(C(F)(F)F)c1)C(=O)C1CC(=O)N(C2CCCC2)C1 (configuration not stated)	-10	3	6	-6	4	5	-2	-5	0.1	-2
4	Cn1ccnc1SCC(=O)c1ccc(F)cc1	-5	-8	7	-8	7	-14	2	1	-0.1	0
5	CCCn1c(NC(=O)c2ccc(F)cc2)nc2ccccc21	-2	13	-1	-8	-7	7	-1	26*	0.0	-4
6	O=C(NCc1cccc(Cl)c1)c1ccc2ccccc2n1	-1	11	-4	0	-8	-4	8	0	-0.2	-1
7	CCC(Sc1n[nH]c(=O)[nH]c1=O)C(=O)OCc1ccccc1 (configuration not stated)	-3	9	-3	-1	2	10	0	-4	0.0	14
8	Cc1cc(CSc2ccccc2)ccc1NC(=O)c1cccc([N+](=O)[O-])c1	-3	-10	-1	1	7	9	3	-6	0.1	0
9	COc1ccccc1N1C(=O)c2ccccc2NC1c1ccc(O)cc1 (configuration not stated)	-5	-10	-9	-272	-2	4	-208	-2	23*	0
10	CC(NS(=O)(=O)c1ccc(Br)cc1)C(=O)NCc1ccc2c(c1)OCO2 (configuration not stated)	3	-3	9	-3	-2	-2	4	-5	0.1	6
11	Cc1ccccc1C(=O)O/N=C(\N)c1ccncc1	-2	6	-9	3	4	5	6	-4	-0.8	2
12	C[C@H](NC(=O)c1ccccc1Cl)C(=O)Nc1ccccc1F	11	3	-2	-4	-8	1	8	-2	0.9	5
13	COC(=O)[C@]12C[C@H](CC(=O)N3CCCC3)C(=O)N(CCc3ccc(OC)c(OC)c3)C1=C[C@H](C(C)C)O[C@@H]2C1CC1	11	x	1	6	-3	x	1	-4	-0.3	0
14	CCS(=O)(=O)n1nc(-c2ccc(OC)cc2)nc1N	2	-7	4	1	3	-10	2	-4	0.2	-1
15	COc1cc(C(=O)NCc2ccc(F)cc2)cc(Cl)c1OC	-3	5	-2	3	-5	8	1	4	0.1	1
16	CCOC(=O)/C=C1\SCC(=O)N1CC(=O)Nc1cccc(F)c1	-6	-1	-1	-1	7	3	3	1	0.2	-1
17	CCC(C)c1ccccc1NC(=O)C(C)Sc1n[nH]c(N)n1 (configuration not stated)	3	15	-6	-2	3	7	-1	0	-0.5	-1
18	CC(=O)/C(=N/Nc1ccccc1)Sc1nnc(C(O)c2ccccc2)n1-c1ccccc1 (configuration not stated)	7	-12	-3	7	3	6	2	1	-0.4	1
19	Cn1nc(C(=O)NC2CCCCCC2)ccc1=O	2	-10	-7	-4	6	9	-1	-2	-0.2	0
20	Cn1c(SCc2ccccc2F)nnc1-c1ccccn1	1	4	0	4	-4	6	2	1	0.1	-2
21	NC(N)=N/N=C/c1ccc(OCc2ccccc2)cc1	14	3	1	0	3	-2	2	x	-0.4	0
22	CCOC(=O)c1c(NC(=O)CN2C(=O)NC3(CCCCC3C)C2=O)sc(C)c1CC (configuration not stated)	-14	1	-2	-9	-7	0	3	-1	0.0	1
23	COC(=O)c1nc2nc(C)cc(=O)n2[nH]1	0	-10	5	2	5	0	2	-2	0.1	-2
24	CCOC(=O)/C(C#N)=C/c1ccc(OCC(=O)Nc2ccc(OC)cc2)c(OC)c1	4	8	5	-3	2	-3	-2	x	0.3	2
25	Cc1ccc(C([O-])=C(C(=S)NCc2ccccc2)[n+]2cccc(CO)c2)cc1[N+](=O)[O-]	0	4	-8	-3	-5	1	-5	1	-0.3	-4
26	Cc1cc(NC(=O)CN2C(=O)NC3(CCCCC3C)C2=O)no1 (configuration not stated)	0	2	4	1	4	7	1	-4	0.1	-4
27	CC(=O)C1=C(C)NC(SCc2ccc(C#N)cc2)=C(C#N)C1c1ccco1 (configuration not stated)	2	-2	-4	-7	3	-6	-4	8	-0.4	1
28	CC(C)C(NC(=O)C1CCCCC1)C(=O)Nc1ccccn1 (configuration not stated)	1	8	-5	0	0	9	4	-5	0.5	-3
29	Cn1cccc1CC(=O)N/N=C\c1ccccc1	7	14	-3	-13	-4	2	-4	2	-0.3	7
30	Cc1cc(F)ccc1-c1cc(C(=O)NCc2ccc(C(F)(F)F)cc2)[nH]n1	-2	7	-5	0	-3	-10	-1	8	0.4	-1
31	CN(C)S(=O)(=O)c1ccc(Cl)c(C(=O)NC2=NCCS2)c1	10	5	2	-5	-5	-5	-1	-2	0.1	0
32	Cn1cnnc1SCC(C)(C)NS(=O)(=O)c1ccc(Cl)cc1	-4	-7	-3	-4	5	7	2	-2	0.0	0
33	Brc1nc(-c2ccccc2)nc(-c2ccccc2)c1Br	1	-6	1	-6	3	0	0	65*	-0.2	-3
34	C/C(=N\Nc1ccc(Cl)cc1)c1ccccn1	6	-2	9	-2	4	-11	-1	1	-0.2	-2
35	CC(=O)NC(c1cccc(F)c1)c1nc(-c2ccc(C)c(C)c2)cs1 (configuration not stated)	-10	-2	-7	-3	1	-2	0	15	-0.6	2
36	Cc1noc(C)c1NC(=O)N(C)C[C@@H]1Oc2cc(Br)ccc2S(=O)(=O)N([C@H](C)CO)C[C@@H]1C	2	11	-3	3	-1	4	3	2	-0.7	-1
37	COc1ccccc1CNS(=O)(=O)c1cc(CN2C(=O)c3cccnc3C2=O)ccc1OC	1	-4	0	2	-6	6	4	-3	0.3	-3
38	O=C(CCCCn1c(=O)[nH]c2ccccc2c1=O)NCCc1c[nH]c2ccccc12	-40	0	-1	2	6	-1	3	7	0.0	-1
39	Cc1ccc(NC(=O)CN2C(=O)NC3(CCCCCC3)C2=O)cc1Cl	-7	1	-2	-6	-8	7	0	-4	-0.4	2
40	CCOC(=O)CNC(=O)CSc1nnc(NC(=O)c2ccccc2Cl)s1	0	-4	0	-3	8	-8	0	0	0.7	2
41	Cc1oc(-c2ccc3c(c2)OCCO3)cc1C(=O)O	1	2	-2	-15	-5	11	0	-3	-0.7	5
42	Cn1c(=O)c2c(ncn2CC(=O)NCc2cccnc2)n(C)c1=O	1	1	-3	4	3	4	7	1	0.1	3
43	O=C(NC1CC1)C1CCCN(C(=O)NC2CCCCC2)C1 (configuration not stated)	6	12	0	-7	-6	7	1	x	0.4	1
44	COc1ccc(CCN2CC(C(=O)Nc3nnc(Cc4ccccc4)s3)CC2=O)cc1OC (configuration not stated)	-8	-8	-2	-5	-12	-6	3	-3	0.4	-1
45	O=C(COC(=O)CC1CCCC1)Nc1ccccc1[N+](=O)[O-]	16	4	5	-5	1	-10	2	-5	0.4	6
46	O=C(Nc1cccc(F)c1)C1CCCN(c2cnccn2)C1 (configuration not stated)	0	-21	5	-39	-7	12	-19	-6	-0.7	-4
47	Cc1ccc2c(=O)cc(C(=O)NCc3ccccc3)oc2c1C	3	6	3	-6	10	-5	-2	0	-0.1	-2
48	O=C(CSc1nc2c(c(=O)[nH]1)CCCC2)N1CCOCC1	17	x	3	1	12	x	-2	2	0.6	5
49	O=C(OCn1nnc2ccccc2c1=O)c1cccc(S(=O)(=O)N2CCOCC2)c1	3	-3	-1	-2	-4	0	4	7	0.2	0
50	Cn1c(N)c(C(=O)CN2CCN(S(=O)(=O)c3ccccc3C#N)CC2)c(=O)n(C)c1=O	-2	4	4	1	-2	9	-1	-1	0.2	-2
51	Cc1nonc1CN(C)C(=O)CC1C(=O)NCCN1Cc1ccccc1C(F)(F)F (configuration not stated)	-1	4	0	-2	2	-5	0	-1	0.8	-1
52	COc1ccccc1NC(=O)c1ccc(Cl)c(S(=O)(=O)N2CCOCC2)c1	-2	-10	-7	-1	-7	-1	1	6	-0.5	1
53	N#Cc1c(Nc2ccc(F)cc2)sc(C(=O)c2ccccc2)c1N	-32	-5	-7	-22	-9	-1	-21	11	-0.7	-2
54	CCOc1ccc(Oc2ccc(C(F)(F)F)cc2NC(=O)C2=COCCO2)cc1	-5	4	0	2	-1	9	-1	-6	-0.6	1
55	CCCOc1ccc(-c2c(C(=O)N/N=C/c3ccc(C)cc3)nnn2-c2nonc2N)cc1	-7	5	6	-4	0	2	-3	8	0.6	-3
56	CC(=O)c1ccc(N2CCC(c3cc(-c4ccc(Cl)cc4Cl)n[nH]3)CC2)c([N+](=O)[O-])c1	-9	22	-6	1	-5	18	15*	1	-0.3	5
57	Cc1ccc(-c2csc3ncnc(N4CCN(c5ccccc5O)CC4)c23)cc1	-2	6	4	-4	16*	14	1	-1	-0.1	-2
58	CC(=O)COc1ccc2oc(=O)cc(-c3cc4ccccc4o3)c2c1	-24	-7	0	-411	-14	7	-292	1	-4.8	3
59	O=c1c(Cc2ccc(Cl)cc2)c(O)ccn1Cc1ccccc1	-5	-4	5	-2	-3	1	3	0	-0.4	1
60	CN(CCOc1ccccc1)C(=O)c1ccc(OC2CCN(C(=O)C3CC3)CC2)cc1	-8	0	-3	2	0	-1	0	0	-0.4	-1

# (cont.)
entry	SMILES	sPLA2-III inh	ARFGAP1 inh	DDE Tn7 FP inh	PLCb3 inh	DDE Tn6 FP inh	ASAP1 inh	PLC-gamma1 inh	Rev-erbA mod	KLK7 zymogen act	UHRF1 MBD2 ctr
61	Cc1ccc(OCC(=O)N(C)Cc2ccccc2)c([N+](=O)[O-])n1	-1	-3	0	4	-1	-4	1	2	0.2	1
62	CC(Oc1ccc(Cl)cc1)c1ccn[nH]1 (configuration not stated)	-2	5	0	0	3	-3	1	3	0.2	0
63	CSCCC(NC(=O)c1ccco1)C(=O)NCC1CCCCC1 (configuration not stated)	10	1	4	-6	8	2	-3	5	-1.0	1
64	Cc1ccccc1OCCCCn1cnc2ccccc21	-11	8	-4	5	-3	1	6	-4	0.3	1
65	CN(C)c1ccc(CC(=O)N2CCCC(c3cc(C(=O)Nc4ccc(F)c(Cl)c4)no3)C2)cc1 (configuration not stated)	12	10	0	2	3	0	1	3	0.3	-1
66	O=C(O)c1cc(/C=N\O)ccc1OCc1ccccc1	-3	10	-8	-1	0	-8	1	5	0.2	-3
67	O=S(=O)(c1ccc(NC(=S)N/N=C/c2ccc(O)c(O)c2)cc1)N1CCOCC1	-3	-2	5	-23	-1	3	-12	3	0.7	12
68	O=C(CSc1n[nH]c(-c2ccco2)n1)Nc1sc2c(c1C(=O)Nc1ccccc1)CCCC2	-7	10	-1	-6	-3	-1	-4	-1	0.2	1

# Compound activity (PubChem BioAssay)
